Mm-Cpn inhibitor = blocks the Methanococcus maripaludis chaperonin Mm-Cpn. Potency, µM (titrated, usually from 76.9 µM), for inactives: top-dose activity, negative = inhibition, most hits filed as inhibitors. AID 504842. purified Mm-Cpn ATPase, ADP Transcreener TR-FRET. actives 0.031% (n = 330,000); further: potency means the concentration at half of the fitted maximal effect; on the % scale 0 is the no-effect control and ±100 the full control effect; nearly all actives have a fitted effect of over 80% in size
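ATPase read-out: TR-FRET ADP immunoassay (anti-ADP Eu cryptate vs ADP-d2), ex 320 nm, em 590/665 nm; signal drops as ADP forms. Enzyme 25 nM, ATP 10 uM, 30 min at 37°C after 10 min compound preincubation.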
GLP1R cytotox = cytotoxicity in counter-screen for GLP-1R inverse agonists; HEK293 cAMP-luciferase reporter cells, luminescence, 24 h; Potency, µM (titrated, usually from 38.3 µM), inactives show at the highest dose activity change, negative = inhibition, most hits filed as inhibitors; actives 0.13% (n = 410,000); AID 624418;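 further: loss of luciferase light is scored as toxicity; potency means the concentration at half of the fitted maximal effect; on the % scale 0 is the no-effect control and ±100 the full control effect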
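To flag toxic compounds, the library was rerun on cells for 24 hr at 37 deg C and 5% CO2. Viability-linked luminescence was captured 12 min after adding luciferase detection reagent.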
aSyn rescue = inhibitors of alpha-synuclein toxicity in yeast. Yeast expressing alpha-synuclein, growth rescue, BacTiter-Glo, 24 h. Potency, µM (titrated, usually from 46.1 µM), for inactives: at the highest dose growth rescue (activation), usual class: activators. actives 0.14% (n = 370,000); further: potency means the concentration at half of the fitted maximal effect; % of control where 0% means no effect; nearly all actives have a fitted effect of over 65% in size
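Screening used galactose-induced yeast with toxic alpha-synuclein levels, exposed to compound for 24 hr at 30 deg C. Cell growth, read with BacTiter-Glo luminescence, gave the measured signal.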
FUS yeast rescue = suppressors of FUS proteinopathy in yeast; S. cerevisiae FUS-expressing, growth rescue, OD600, 24 h; Potency, µM (series often up to 76.6 µM), for inactives: at the top dose growth rescue (activation), actives largely listed as activators; actives 0.24% (n = 390,000);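 further: potency means the concentration at half of the fitted maximal effect; plate controls were DMSO vehicle for no effect and reference control for full effect; nearly all actives have a fitted effect of over 55% in size; some results filed as inactive show a strong effect at the top dose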
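Absorbance at 600 nm, taken 24hr after compound addition, measured rescue of FUS-yeast growth at 30C. Induction used 2% galactose with seeding at OD 0.005. Controls: CP55940 from 92uM final, DMSO only.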
GLP1R inv ag = inverse agonists of human GLP-1 receptor; HEK293 GLP-1R CRE-luciferase, luminescence, 24 h; GLP-1R form is constitutively active; AID 624417; actives 1.6% (n = 410,000); Potency, µM (series often up to 38.3 µM), inactives show at the highest dose activity change, negative = inhibition, usual class: inhibitors; further: potency means the concentration at half of the fitted maximal effect; on the % scale 0 is the no-effect control and ±100 the full control effect; nearly all actives have a fitted effect of over 55% in size
Target sequence (P43220 whole entry, looked up): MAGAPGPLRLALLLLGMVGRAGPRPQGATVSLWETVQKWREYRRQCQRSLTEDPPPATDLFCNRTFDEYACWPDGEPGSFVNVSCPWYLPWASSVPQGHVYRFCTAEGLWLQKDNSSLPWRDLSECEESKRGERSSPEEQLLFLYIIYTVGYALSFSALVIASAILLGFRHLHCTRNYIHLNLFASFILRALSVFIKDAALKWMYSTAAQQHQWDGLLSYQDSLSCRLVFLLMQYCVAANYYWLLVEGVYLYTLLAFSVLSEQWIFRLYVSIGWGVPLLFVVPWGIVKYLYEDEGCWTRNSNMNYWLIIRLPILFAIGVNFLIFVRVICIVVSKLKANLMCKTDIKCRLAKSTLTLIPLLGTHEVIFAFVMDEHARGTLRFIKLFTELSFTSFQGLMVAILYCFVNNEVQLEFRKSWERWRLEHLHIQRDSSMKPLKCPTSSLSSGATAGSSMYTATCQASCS
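Constitutively active GLP-1R drives a cAMP-responsive luciferase in stably transfected HEK293 cells; test compounds are added after overnight (12 h) attachment and left 24 hr, and signal loss in luminescence marks inhibition.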
pAkt inh = blocks phosphorylation of Akt; Neuro2A IGF-stimulated pAkt S473 HTRF, 20 min; hits give low values; activity change, % for hits at 50 µM; actives 0.32% (n = 360,000); in the data active means activity change below about -80%; inconclusive means mostly about -51% to -80%; further: on the % scale 0 is the no-effect control and ±100 the full control effect
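Neuro2A cells (4,500/well, DMEM with 0.5% FBS) were treated with compound at a single 50 µM final concentration, stimulated with 6 nM IGF for 20 min at 37 °C, and lysed. Phospho-Akt Ser473 was read by HTRF as 665/615 ratio ×10^4.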
Abeta rescue = compounds reversing amyloid beta toxicity in yeast. yeast expressing A-beta42, growth rescue, OD600, 48 h; response scale: 0% DMSO, 100% iron-clioquinol control. Potency, µM (series often up to 46.1 µM), inactives show top-dose growth rescue, hits mostly activators. actives 0.063% (n = 410,000). AID 1347071; further: potency means the concentration at half of the fitted maximal effect; nearly all actives have a fitted effect of over 55% in size
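Yeast growth medium received pinned compounds, then yeast cells expressing toxic A-beta were added; plates incubated at 30 C for 48 hr. Growth read as absorbance at 600 nm, normalized to DMSO and equimolar FeCl3 plus clioquinol controls.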
PTHR1 agonist = activates the human parathyroid hormone receptor PTHR1; AID 743266; actives 0.075% (n = 410,000); Q03431; Potency, µM (top dose mostly 115 µM), for inactives: top-dose activation, most hits filed as activators; HEK293 GP2 PTHR1 cells, GloSensor cAMP luminescence, 1 h; further: potency means the concentration at half of the fitted maximal effect; nearly all actives have a fitted effect of over 55% in size; some results filed as inactive show a strong effect at the top dose; inactives centre near -15; many of its hits are not listed in these tables
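HEK-293-derived GP2 cells expressing PTHR1 and a GloSensor cAMP reporter, 3,000/well, plated overnight, given luciferin plus IBMX (each 0.5 mM as added) for 1 h at 37 °C, then compound for 1 h at 37 °C. Luminescence was read after 15 min at room temperature.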
TDP-43 yeast inh = inhibitors of TDP-43 toxicity in yeast | actives 1.8% (n = 410,000) | TDP-43 expressing yeast growth rescue, BacTiter-Glo, 24 h | Potency, µM (top dose mostly 46.1 µM), inactives show top-dose growth rescue (activation), usual class: activators; further: potency means the concentration at half of the fitted maximal effect; % of control where 0% means no effect; nearly all actives have a fitted effect of over 50% in size
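Cell-based yeast growth screen: TDP-43 expression induced in galactose, inoculum OD600=0.02 after raffinose pregrowth to mid-log. Read-out BacTiter-Glo luminescence at 24 hr, 30 deg C; inhibition of toxicity seen as signal increase.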
An asterisk follows results filed as active; i = inactive; ? = inconclusive; nt = no result given; & = joins results of further samples; [ ] = remark or other dose. Unless noted, the call rests on the fitted dose curve; in most records, active means well fitted curve in the direction sought with a large enough effect; inconclusive means small, poorly fitted or top-dose-only effect, or another doubt; inactive means no such curve, though single readings can be large; an effect the other way counts as inactive or inconclusive.

Abbreviations: A = Mm-Cpn inhibitor; B = GLP1R cytotox; C = aSyn rescue; D = FUS yeast rescue; E = GLP1R inv ag; F = pAkt inh; G = Abeta rescue; H = PTHR1 agonist; I = TDP-43 yeast inh
[1] Cc1ccc(NC(=S)NCC(C)C)cc1
  A = -2% | B = 6% | C = 0% | D = nt | E = 13% | F = i | G = ? | H = i | I = 10%
[2] NS(=O)(=O)Oc1ccccc1
  A = 2% | B = 1% | C = -12% | D = -11% | E = 7% | F = i | G = -6% | H = -56%[inhibitor] | I = 10%
[3] COc1cc(NC(=O)Cn2c(=O)n(CC3CCCO3)c(=O)c3ccccc32)cc(OC)c1 (stereo unspecified)
  A = -3% | B = -22%&-15% | C = -1% | D = -7%&-5% | E = -20%&-5% | F = i | G = 3% | H = -12% | I = 1%&3%
[4] CCOC(=O)c1c(C)[nH]c(C(=O)COC(=O)/C=C/c2ccc(OCC#N)c(OC)c2)c1C
  A = 0% | B = 6% | C = 7% | D = 14% | E = 7% | F = i | G = 5% | H = -6% | I = 16%
[5] COc1ccc(Cl)cc1C(=O)NCC(C)C
  A = 1% | B = 2% | C = -5% | D = 17% | E = 17% | F = i | G = -6% | H = i | I = 6%
[6] COc1ccccc1CN(C)C(=O)c1cc(-c2cc(OC)c(OC)c(OC)c2)nc2ccccc12
  A = -3% | B = -7% | C = -1% | D = 33% | E = ? | F = i | G = 0% | H = -14% | I = 0%
[7] O=C(c1ccc(S(=O)(=O)N2CCCCC2)cc1)N1CCCc2ccccc21
  A = -5% | B = -5% | C = 3% | D = 1% | E = -16% | F = -108%* | G = -7% | H = i | I = ?
[8] CN(c1ccc(C(=O)Nc2ccc(F)cc2F)cc1)S(=O)(=O)c1ccccc1
  A = -3% | B = ? | C = 6% | D = nt | E = ? | F = i | G = -28% | H = -39% | I = ?
[9] C[C@@]12CCC3[C@@](CCC4[C@@]3(C)CCC[C@@]4(C)C(=O)N3CCCCC3)(CC1=O)C2 (stereo partly specified)
  A = -1% | B = -27% | C = -9% | D = -17% | E = 12% | F = i | G = 12% | H = -25% | I = 19%
[10] CS(=O)(=O)c1ccc(-c2sc3ccccc3c2C(=O)N2CCN(c3ccc(F)cc3)CC2)cc1
  A = -2% | B = 9% | C = 0% | D = -2% | E = 36% | F = i | G = -17% | H = -8% | I = 15%
[11] CCN1C(=O)c2ccccc2Sc2ccc(C(=O)NCCCN3CCOCC3)cc21
  A = 1% | B = 4% | C = 4% | D = 12% | E = -19% | F = i | G = 0% | H = -10% | I = 3%
[12] Cc1ccc(C(=O)NCCc2ccc(S(N)(=O)=O)cc2)cc1-n1cnc2cccnc21
  A = nt | B = 1% | C = nt | D = 3% | E = 2% | F = nt | G = 2% | H = i | I = 12%
[13] CCOc1ccc(C(=O)NCCc2ccccc2)cc1
  A = 0% | B = 4% | C = -12% | D = -23% | E = ? | F = i | G = -19% | H = -17%[57.5 µM] | I = -19%
[14] CC(/C=C/c1ccccc1)=N\Nc1nc(-c2ccccc2)cs1
  A = 1% | B = -24% | C = -8% | D = 38% | E = -30% | F = i | G = 9% | H = ? | I = -6%
[15] CCOC(=O)c1ccc(CC(=O)c2oc3cc(O)ccc3c2C)o1
  A = -1% | B = 0% | C = -5% | D = ? | E = 8% | F = i | G = 7% | H = i | I = -8%
[16] O=C(O)c1ccccc1-c1nc(-c2ccccc2)c(-c2ccccc2)[nH]1
  A = 0% | B = 3% | C = 0% | D = 8% | E = 4% | F = i | G = 18% | H = -20% | I = -12%
[17] CCN(CC(=O)Nc1c(F)cccc1F)C(=O)/C=C/c1ccc(S(=O)(=O)N2CCCCCC2)cc1
  A = -1% | B = -27% | C = 1% | D = ? | E = ? | F = i | G = 18% | H = -38%[inhibitor] | I = 8%
[18] COc1ccc(S(=O)(=O)NCC(=O)O)cc1C(=O)NC1CCCCC1
  A = -3% | B = 12% | C = 2% | D = nt | E = -2% | F = i | G = -13% | H = -10% | I = -7%
[19] O=C(NCc1ccccc1Cl)NC(=O)c1ccccc1
  A = -2% | B = 2% | C = 5% | D = 32% | E = 16% | F = i | G = -2% | H = -17% | I = 0%
[20] C/C(=N/NS(=O)(=O)c1ccc(C)cc1)c1cccc(NC(=O)c2cccc(Cl)c2)c1
  A = 1% | B = -28% | C = 3% | D = 16% | E = ? | F = i | G = 30% | H = -3% | I = 15%
[21] O=C(CC1SC(N2CCOCC2)=NC1=O)Nc1ccc(F)cc1 (stereo unspecified)
  A = 0% | B = 6% | C = -12% | D = nt | E = -5% | F = i | G = -15% | H = -4% | I = -2%

12 structures out of the list, ordered by formula weight, smallest number first.
Abbreviations: A = Mm-Cpn inhibitor; B = GLP1R cytotox; C = aSyn rescue; D = FUS yeast rescue; E = GLP1R inv ag; F = pAkt inh; G = Abeta rescue; H = PTHR1 agonist; I = TDP-43 yeast inh
[1] Cc1ccc(NC(=S)NCC(C)C)cc1
  A = -2% | B = 6% | C = 0% | D = nt | E = 13% | F = i | G = ? | H = i | I = 10%
[13] CCOc1ccc(C(=O)NCCc2ccccc2)cc1
  A = 0% | B = 4% | C = -12% | D = -23% | E = ? | F = i | G = -19% | H = -17%[57.5 µM] | I = -19%
[14] CC(/C=C/c1ccccc1)=N\Nc1nc(-c2ccccc2)cs1
  A = 1% | B = -24% | C = -8% | D = 38% | E = -30% | F = i | G = 9% | H = ? | I = -6%
[21] O=C(CC1SC(N2CCOCC2)=NC1=O)Nc1ccc(F)cc1 (stereo unspecified)
  A = 0% | B = 6% | C = -12% | D = nt | E = -5% | F = i | G = -15% | H = -4% | I = -2%
[16] O=C(O)c1ccccc1-c1nc(-c2ccccc2)c(-c2ccccc2)[nH]1
  A = 0% | B = 3% | C = 0% | D = 8% | E = 4% | F = i | G = 18% | H = -20% | I = -12%
[8] CN(c1ccc(C(=O)Nc2ccc(F)cc2F)cc1)S(=O)(=O)c1ccccc1
  A = -3% | B = ? | C = 6% | D = nt | E = ? | F = i | G = -28% | H = -39% | I = ?
[11] CCN1C(=O)c2ccccc2Sc2ccc(C(=O)NCCCN3CCOCC3)cc21
  A = 1% | B = 4% | C = 4% | D = 12% | E = -19% | F = i | G = 0% | H = -10% | I = 3%
[12] Cc1ccc(C(=O)NCCc2ccc(S(N)(=O)=O)cc2)cc1-n1cnc2cccnc21
  A = nt | B = 1% | C = nt | D = 3% | E = 2% | F = nt | G = 2% | H = i | I = 12%
[3] COc1cc(NC(=O)Cn2c(=O)n(CC3CCCO3)c(=O)c3ccccc32)cc(OC)c1 (stereo unspecified)
  A = -3% | B = -22%&-15% | C = -1% | D = -7%&-5% | E = -20%&-5% | F = i | G = 3% | H = -12% | I = 1%&3%
[20] C/C(=N/NS(=O)(=O)c1ccc(C)cc1)c1cccc(NC(=O)c2cccc(Cl)c2)c1
  A = 1% | B = -28% | C = 3% | D = 16% | E = ? | F = i | G = 30% | H = -3% | I = 15%
[6] COc1ccccc1CN(C)C(=O)c1cc(-c2cc(OC)c(OC)c(OC)c2)nc2ccccc12
  A = -3% | B = -7% | C = -1% | D = 33% | E = ? | F = i | G = 0% | H = -14% | I = 0%
[17] CCN(CC(=O)Nc1c(F)cccc1F)C(=O)/C=C/c1ccc(S(=O)(=O)N2CCCCCC2)cc1
  A = -1% | B = -27% | C = 1% | D = ? | E = ? | F = i | G = 18% | H = -38%[inhibitor] | I = 8%

Compound activity: PubChem, National Center for Advancing Translational Sciences (NCATS)

An excerpt; count on the stated rates, not on these rows.
